Source: PubChem BioAssay
pPAFAH inh: pPAFAH enzyme inhibitors, primary screen, biochemical, fluorescence polarization, human; Platelet-activating factor acetylhydrolase (Homo sapiens), Q13093; recombinant pPAFAH, FP-rhodamine probe fluorescence polarization; inhibition, % at 3.39 µM; 1.5% of 330,000 active;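 active = inhibition above the mean inhibition across the screen plus 3 SD, cut at about 25% in these data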;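 also: inhibitors block binding of the rhodamine activity-based probe so polarization drops; 0% = enzyme with DMSO and 100% = wells lacking pPAFAH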
PAFAH1B3 FP inh: PAFAH1B3 enzyme inhibitors, primary screen, biochemical, fluorescence polarization, human. recombinant PAFAH1B3, FP-rhodamine probe. inhibition, % at 3.39 µM. 0.28% of 340,000 active. AID 492972, 2010;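 active = inhibition above the screen-wide average of all tested compounds plus 3 SD, cut at about 25% in these data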;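 also: 0% = enzyme with DMSO only and 100% = wells lacking PAFAH1B3 protein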
PAFAH2 FP inh: PAFAH2 enzyme inhibitors, primary screen, biochemical, fluorescence polarization, human; Platelet-activating factor acetylhydrolase 2, cytoplasmic (Homo sapiens), Q99487; recombinant PAFAH2, FP-rhodamine activity probe; inhibition, % at 3.39 µM; 0.99% of 340,000 active; AID 492956, 2010;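 active = inhibition above the mean over all tested compounds plus 3 SD, cut at about 30% in these data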;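 also: inhibitors block probe labeling of enzyme so polarization drops; 0% = enzyme with DMSO and 100% = wells lacking PAFAH2 protein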
LYPLA1 counter: LYPLA1 inhibitors, primary screen, counter-screen for PME1 inhibitor project, biochemical, fluorescence polarization, FP-Rh probe ABPP; Acyl-protein thioesterase 1 (Homo sapiens), O75608; recombinant LYPLA1; inhibition, % at 5.9 µM; 0.16% of 320,000 active;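 active = inhibition above the mean of all tested compounds plus 3 SD, set per campaign, cut at about 14% in these data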;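 also: inhibitors block serine hydrolase probe labeling of LYPLA1 so polarization falls; 0% = enzyme with DMSO and 100% = wells lacking LYPLA1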
Target sequence (O75608 whole entry, looked up): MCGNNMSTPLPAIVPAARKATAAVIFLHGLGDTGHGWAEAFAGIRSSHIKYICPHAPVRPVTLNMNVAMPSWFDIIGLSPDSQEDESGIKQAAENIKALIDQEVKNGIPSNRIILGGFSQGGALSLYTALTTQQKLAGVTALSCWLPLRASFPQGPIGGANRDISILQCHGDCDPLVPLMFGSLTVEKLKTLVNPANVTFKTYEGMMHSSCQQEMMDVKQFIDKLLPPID
PAD4 FP inh: human PAD4 inhibitors, primary screen, biochemical, fluorescence polarization, 1536-well format | AID 485272, 2010 | recombinant PAD4, RCA probe fluorescence polarization | Protein-arginine deiminase type-4 (Homo sapiens), Q9UM07 | inhibition, % at 6.36 µM | 0.41% of 330,000 active;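 active = percent inhibition above a cutoff equal to the mean of all tested compounds plus 3 SD, cut at about 15% in these data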;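 also: 0% = PAD4 with RCA probe and DMSO and 100% = probe without PAD4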
PAFAH1B2 inh: PAFAH1B2 enzyme inhibitors, primary screen, biochemical, fluorescence polarization, human. Platelet-activating factor acetylhydrolase IB subunit alpha2 (Homo sapiens), P68402. recombinant PAFAH1B2, FP-rhodamine activity probe. inhibition, % at 3.39 µM. 1.2% of 340,000 active. AID 492953, 2010;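 active = inhibition above the mean of all tested compounds plus 3 SD, cut at about 24% in these data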;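 also: 0% = enzyme with DMSO and 100% = wells lacking PAFAH1B2; many of its hits are not listed in these tables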
GSTO1 inh: inhibitors of recombinant GSTO1, primary screen, counter-screen for RBBP9 inhibitor project, biochemical, fluorescence polarization | inhibition, % at 5.96 µM | activity-based probe fluorescence polarization | 1.1% of 300,000 active | Glutathione S-transferase omega-1 (Homo sapiens), P78417;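 active = inhibition above the campaign mean inhibition plus 3 SD, cut at about 35% in these data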;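 also: 0% = GSTO1-1 with DMSO and 100% = wells lacking GSTO1-1 enzyme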
Target sequence (P78417 whole entry, looked up): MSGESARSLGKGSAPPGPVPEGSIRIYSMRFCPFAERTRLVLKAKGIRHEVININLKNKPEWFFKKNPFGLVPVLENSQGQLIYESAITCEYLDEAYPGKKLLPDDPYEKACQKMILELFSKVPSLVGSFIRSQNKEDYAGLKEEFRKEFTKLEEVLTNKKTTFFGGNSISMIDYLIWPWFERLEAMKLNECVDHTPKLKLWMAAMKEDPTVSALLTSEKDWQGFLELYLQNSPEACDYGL
PME-1 primary: PME-1 inhibitors via competitive probe labeling, primary screen, biochemical, fluorescence polarization, FP-Rh probe, HTS; recombinant PME-1; Protein phosphatase methylesterase 1 (Homo sapiens), Q9Y570; inhibition, % at 5.9 µM; AID 2130, 2009; 0.53% of 320,000 active;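 active = inhibition above the campaign mean of all compounds plus 3 SD, cut at about 26% in these data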;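 also: competitive labeling of PME-1 active site by serine hydrolase directed probe; 0% = PME-1 with DMSO and 100% = wells lacking PME-1 enzyme; inhibitors block probe labeling so polarization falls and inhibition rises; many of its hits are not listed in these tables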
Target sequence (Q9Y570 whole entry, looked up): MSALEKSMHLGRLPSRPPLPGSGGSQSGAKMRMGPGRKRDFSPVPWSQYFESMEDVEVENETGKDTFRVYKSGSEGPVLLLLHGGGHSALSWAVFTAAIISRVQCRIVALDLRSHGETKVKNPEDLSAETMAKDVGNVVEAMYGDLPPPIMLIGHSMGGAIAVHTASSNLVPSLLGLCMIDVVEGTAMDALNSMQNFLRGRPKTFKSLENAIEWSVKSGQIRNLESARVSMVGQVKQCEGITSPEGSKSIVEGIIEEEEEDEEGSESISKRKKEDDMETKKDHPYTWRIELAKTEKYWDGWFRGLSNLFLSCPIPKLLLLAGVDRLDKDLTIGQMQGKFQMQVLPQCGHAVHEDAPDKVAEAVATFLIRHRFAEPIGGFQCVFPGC
LYPLA2 counter: LYPLA2 inhibitors, primary screen, counter-screen for PME1 inhibitor project, biochemical, fluorescence polarization, FP-Rh probe ABPP | inhibition, % at 5.9 µM | 0.38% of 320,000 active | recombinant LYPLA2 | AID 2177, 2009;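 active = inhibition above the screen-wide mean plus 3 SD, limit set per campaign, cut at about 26% in these data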;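 also: 0% = LYPLA2 with DMSO and 100% = wells lacking LYPLA2 enzyme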
* marks the source's active call; other numbers are inactive results; x = no result given. Some of the compounds tested; count on the stated rates, not on these rows.

Molecule,pPAFAH inh,PAFAH1B3 FP inh,PAFAH2 FP inh,LYPLA1 counter,PAD4 FP inh,PAFAH1B2 inh,GSTO1 inh,PME-1 primary,LYPLA2 counter
CCOC(=O)c1c(C)c(C(=O)NCc2ccco2)c(C)n1C,4,0,-5,2,-2,1,4,2,-4
O=C(Nc1ccc(F)cc1F)c1sccc1SCc1cccc(C(F)(F)F)c1,1,-9,-4,-4,-2,4,-7,-5,-14
Nc1nnc(SCC(=O)OCC(=O)Nc2ccccc2)s1,1,4,1,-4,-3,1,0,0,7
COc1ccc(OC)c(C(c2c(C)[nH][nH]c2=O)c2c(C)[nH][nH]c2=O)c1,-4,4,6,-2,-9,0,16,-4,3
COc1ccc(-c2nc(CS(=O)CC(=O)NCc3ccccc3)c(C)o2)cc1OC (configuration not stated),-3,8,4,-2,6,2,-1,-1,1
CCC(CC)NC(=O)Cn1c(C(C)NC(C)=O)nc2ccccc21 (configuration not stated),-10,-5,2,2,0,-1,10,-4,3
CCOC(=O)CNC(=O)C(CO)NC(=O)OCc1ccccc1 (configuration not stated),4,-1,5,0,0,1,2,1,3
CCOC(=O)C1=C(C)N=C2SCCC(=O)N2C1c1cccs1 (configuration not stated),2,-1,-4,-2,1,4,7,2,6
CCOC(=O)c1c(NC(=O)COC(=O)c2ccc(Cl)nc2)sc(C(=O)N(C)C)c1C,6,10,7,14,-1,0,6,-4,4
CCc1ccccc1C1C(=O)c2ccccc2C1=O,-1,7,3,1,3,4,-18,-5,2
CCCCCCCC1=CC2=CC(=O)C(C)(OC(C)=O)C(=O)C2=CN1CCc1ccccc1 (configuration not stated),10,x,x,0,-8,x,12,1,2
CC(C)(O)C#Cc1ccc(C(=O)Nc2ccc3c(c2)OCO3)s1,-2,-1,2,-3,-3,3,2,-3,-4
CN1CCN(c2ccc(C(=O)c3ccccc3)cc2[N+](=O)[O-])CC1,4,-1,4,-2,4,1,0,-6,1
O=C(CCNC(=O)C1CCN(S(=O)(=O)c2ccc(F)cc2)CC1)Nc1nccs1,-1,11,4,0,-2,4,4,10,2
CN(C)CCn1c2c(c(SCC(=O)Nc3cccc4ccccc34)nc1=O)CCC2,3,14,8,0,1,0,-2,-2,4
CCN1CCN(S(=O)(=O)c2ccc(OC)c(NC(=O)c3ccccc3F)c2)CC1,2,5,12,1,1,5,4,8,-4
COc1cc(NC(=O)COc2ccc3c(C)cc(=O)oc3c2C)cc(OC)c1OC,-5,2,-3,0,4,-9,1,3,3
O=S(=O)(CC(CN1CCCCC1)N1CCCCC1)c1ccccc1 (configuration not stated),-3,5,1,-7,5,3,5,1,-7
C/C(=N\NC(=O)c1nn(C)cc1Br)c1ccncc1,-1,11,1,2,-1,-2,-1,-4,-1
CC(C)/C=N/Nc1nc2c(c(=O)n(C)c(=O)n2C)n1C,5,5,-8,0,1,2,-4,-1,-5
Oc1ccc(Cl)cc1CNc1nccs1,-5,8,11,0,-3,2,2,2,7
Cc1c(NC(=S)NC(=O)C2CCCCC2)c(=O)n(-c2ccccc2)n1C,1,3,7,5,-5,3,3,-5,5
CCN(CC)c1ccc(S(=O)(=O)Nc2cc(Cl)ccc2Cl)cc1NC(=S)NC(=O)C1CCCC1,13,-2,6,-11,-1,-4,-8,-11,-20
COc1ccc(NC(=S)N/C(=N/S(=O)(=O)c2ccc(C)cc2)c2ccccc2)cc1,0,5,2,-4,2,4,-4,4,1
CCCN1CCOC(CC(=O)Nc2ccc([N+](=O)[O-])cc2)C1=O (configuration not stated),10,-1,-2,1,0,3,2,-1,-2
C=CCOn1c(=O)c(-c2ccc(Br)cc2)[n+]([O-])c2ccccc21,3,0,-7,-5,-2,-1,8,-3,4
COc1cc(OC)c(C(=O)NCc2ccco2)cc1OC,4,3,-4,1,-2,-1,-4,-4,9
O=C(CS(=O)(=O)c1ccccc1)N1CCCCCC1,3,15,3,1,-4,4,9,2,5
Cc1nc(N2CCOCC2)c2cc(-c3ccccc3)sc2n1,4,-2,0,7,5,5,-2,4,4
COc1cc(OC)cc(C(=O)N2CCC(N3CCN(c4ccccc4OC)CC3)CC2)c1,0,0,2,-1,-2,9,-5,2,0
CCCc1nnc(NC(=O)CC(=O)Nc2ccccc2C(=O)O)s1,3,2,4,-2,-3,-2,1,0,-2
CCOC(=O)c1cn2nc(Oc3ccc(NC(C)=O)cc3)ccc2n1,5,-2,2,1,4,-4,2,-2,5
Cc1cscc1NC(=O)/C=C/C(=O)O,2,x,x,3,1,x,-7,0,2
CCN1CCN(c2ccc(S(=O)(=O)N3CCOCC3)cc2NC(=O)c2ccc(C)cc2C)CC1,7,12,2,-1,-4,4,x,-3,6
Oc1ccc(C2=NN(c3ccccc3)C(c3ccc(F)cc3)C2)cc1 (configuration not stated),14,14,9,-1,1,13,6,10,10
O=C1CC(c2cccs2)CC(O)=C1C=NCCN1CCNCC1 (configuration not stated),0,-1,-2,0,1,2,6,3,5
CCOc1cc(/C=N/N=C2/NC(=O)C(CC(=O)O)S2)ccc1OCc1ccccc1Cl (configuration not stated),26*,-3,4,-1,1,6,-5,16,0
CCn1c(=O)c2cc(C(=O)Nc3ccc(OC)cc3OC)sc2c2ccccc21,2,4,4,3,-4,0,0,32*,0
CCOC(=O)c1c(C2COc3ccccc3O2)csc1NC(=O)c1ccco1 (configuration not stated),-2,11,-3,0,-1,3,-1,-5,1
CCC(C)[C@H](N)c1cn([C@@H](CCCCN)C(=O)N2CCNCC2)nn1 (some centres not stated),-3,6,-11,1,-4,0,-3,-4,1
O=C(Nc1cc(S(=O)(=O)N2CCOCC2)ccc1Cl)C1CCC1,-1,-1,3,7,-5,-1,-4,1,4
O=c1ccc(-c2ccc(S(=O)(=O)N3CCN(c4cccc(Cl)c4)CC3)o2)n[nH]1,0,-7,-5,-1,-1,-2,5,-3,9
CCCCC1CCC(C(=O)N(CC(C)C)c2c(N)n(CCCC)c(=O)[nH]c2=O)CC1 (configuration not stated),1,-13,3,-1,-5,2,-5,0,-6
Cc1cccc(/C=N/NC(=O)c2cc3c(s2)-c2ccccc2CC3)c1,-6,-46,-39,-28,-2,-27,-19,-44,-62
Cn1c(C(=O)OC(C(=O)NC2CCCC2)c2ccncc2)cc2sccc21 (configuration not stated),1,13,10,1,2,-3,-7,-3,5
O=C(c1cccc(C(F)(F)F)c1)N1CCN(S(=O)(=O)c2ccc(Cl)s2)CC1,4,6,1,0,-4,13,8,6,4
COc1ccc2c(c1)N(C(=O)CSc1n[nH]c(C)n1)C(C)(C)C=C2C,1,14,-7,-1,-9,-6,-3,-5,9
COc1ccc(/C=C(/NC(=O)c2ccc(OC)c(OC)c2)C(=O)NCCCn2ccnc2)cc1,0,3,4,1,2,2,4,4,3
COc1cccc(-n2nnnc2SCC(=O)Nc2ccccc2OC)c1,3,-1,2,-1,1,0,8,-3,-4
Cc1cccc(N2CN(Cc3cccnc3)CNC2=S)c1C,1,-2,4,2,7,-3,7,5,0
Cc1cc(NC(=O)C2CC(=O)N(c3cccc(Cl)c3)C2)no1 (configuration not stated),-1,13,3,0,3,6,-6,-1,-2
O=C(CC1C(=O)NCCN1Cc1ccccc1C(F)(F)F)NCCN1CCOCC1 (configuration not stated),3,6,-9,6,-5,-1,1,5,7
CC(C)(C)CNC(=O)c1cccc2c1C(=O)c1ccc(-c3cc4ccccc4o3)cc1S2(=O)=O,-3,-6,-3,x,3,4,x,x,x
NC(=O)CSc1c[nH]c2ccccc12,7,9,9,2,0,-4,2,-3,3
COc1ccc(-c2onc3ccc(C(=O)/C=C/N(C)C)cc23)cc1,10,6,2,-4,-8,0,-15,-3,-19
Cc1nn(-c2ccccc2)c(C)c1/C=N\NS(=O)(=O)c1ccc(Cl)cc1,4,2,12,0,7,6,14,0,1

(cont.)
Molecule,pPAFAH inh,PAFAH1B3 FP inh,PAFAH2 FP inh,LYPLA1 counter,PAD4 FP inh,PAFAH1B2 inh,GSTO1 inh,PME-1 primary,LYPLA2 counter
O=[N+]([O-])c1ccc(Oc2ccc(S(=O)(=O)N3CCOCC3)cn2)cc1,1,0,3,0,-3,2,6,2,5
CC(C)CC(=O)Nc1ccc2oc(-c3cccnc3)nc2c1,1,-1,3,1,5,7,-3,2,-2
CN1CCC(=O)N([C@H](COc2ccccc2)Cc2ccccc2)CC1,5,1,-3,2,-3,1,2,1,1
Oc1ccccc1N=Nc1nc(-c2ccccc2)c(-c2ccccc2)[nH]1,11,7,-5,-12,-6,5,-12,35*,-3
CCCCNC(=O)N1CCN(c2ccccc2OCC)CC1,-2,0,-3,0,5,3,3,-1,3
Cn1c(=O)c(=O)n(C)c2cc(S(=O)(=O)NCc3ccc(Cl)cc3)ccc21,-1,3,2,5,-4,11,9,-1,8
O=C(CCNS(=O)(=O)c1ccccc1)NCCCSc1ccccc1,4,6,5,2,0,36*,5,5,4
Cc1cc(C)n(-c2cccc(Cl)c2C#N)n1,7,3,6,2,8,5,6,-2,7
Cc1ccc(C)c(NC2=CC(=O)CC(C)(C)C2)c1C#N,1,4,-4,1,3,7,-12,4,6
CC1=C(C(=O)Nc2ccc(C)cc2)C(c2ccc(C)o2)C2=C(CC(C)(C)CC2=O)N1 (configuration not stated),3,2,7,1,2,2,6,-1,-1
Cc1cc(S(=O)(=O)N2CCCC(C)C2)ccc1-n1cnnn1 (configuration not stated),-2,4,1,-2,0,9,5,4,0
Cc1ccccc1NC(=O)C12CC3CCC1(C)C3(C)CO2 (configuration not stated),-5,4,-1,0,2,1,8,-5,7
CC1Oc2ccccc2N(CC(=O)NC2CCCCC2)C1=O (configuration not stated),-2,3,-7,1,0,3,0,-2,-3
O=C(NCc1ccco1)C1CCN(S(=O)(=O)c2ccc(-n3cnnn3)cc2)CC1,-1,9,6,2,1,0,3,-3,-5
CCCc1nc(SCC(=O)N2CCC(Cc3ccccc3)CC2)c2c(=O)n(C)c(=O)n(C)c2n1,1,-3,3,0,-1,-1,5,0,1
O=C(N/N=C\C=C\c1ccc(Br)cc1)c1ccc2c(c1)OCO2,3,3,-1,0,0,0,5,-1,5
Cc1cc(=O)c2n(Cc3ccccc3Cl)nc[n+]2[nH]1,0,8,-3,-2,-4,6,0,0,1
Fc1ccc(C2c3cccn3CCN2C(=S)Nc2cccc(Br)c2)cc1 (configuration not stated),0,-8,-24,-12,0,1,-5,-10,-23
COc1ccccc1NC(=O)CSc1nccc(=O)[nH]1,-7,7,6,-5,-15,0,10,-7,-12
